RECQ1 helicase: qHTS Assay for Inhibitors of RecQ-Like Dna Helicase 1 (RECQ1). Potency, µM (doses to about 57.3 µM), for inactives: top-dose activity, negative = inhibition, hits mostly inhibitors. 240,000 compounds, 0.54% hits. RECQ1 DNA unwinding, red fluorescence kinetic read. ATP-dependent DNA helicase Q1 (Homo sapiens), P46063. AID 2549, 2010;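 note: plate controls were vehicle for no effect and no enzyme for full effect; nearly all actives have a fitted effect of over 30% in size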
Target sequence (P46063 whole entry, looked up): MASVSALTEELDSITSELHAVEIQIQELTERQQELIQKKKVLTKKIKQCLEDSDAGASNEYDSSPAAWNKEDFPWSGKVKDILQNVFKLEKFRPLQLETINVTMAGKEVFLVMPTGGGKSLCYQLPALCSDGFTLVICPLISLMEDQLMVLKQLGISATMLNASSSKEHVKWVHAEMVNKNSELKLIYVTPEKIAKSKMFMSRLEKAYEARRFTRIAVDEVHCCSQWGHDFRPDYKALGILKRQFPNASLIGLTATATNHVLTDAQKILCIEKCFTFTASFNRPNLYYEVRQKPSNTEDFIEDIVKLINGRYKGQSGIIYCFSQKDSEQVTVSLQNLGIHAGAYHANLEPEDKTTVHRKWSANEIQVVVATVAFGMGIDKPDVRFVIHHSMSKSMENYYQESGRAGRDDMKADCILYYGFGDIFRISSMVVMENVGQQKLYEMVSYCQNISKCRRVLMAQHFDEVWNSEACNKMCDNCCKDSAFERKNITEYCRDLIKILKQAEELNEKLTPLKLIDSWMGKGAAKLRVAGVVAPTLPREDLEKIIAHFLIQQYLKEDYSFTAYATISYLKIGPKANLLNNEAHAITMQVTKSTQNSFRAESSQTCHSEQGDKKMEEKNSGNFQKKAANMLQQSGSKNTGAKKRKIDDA
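RECQ1T1 50 nM; forked duplex (20 bp + 30-nt ss tails) 200 nM, ATP 2 mM final; pH 8.0, 2 mM MgCl2, 2.5 ug/ml poly(dI-dC); 15 min compound preincubation; discontinuous kinetic read over 2 h at RT.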
Tau fluor counter: Counterscreen qHTS for Inhibitors of Tau Fibril Formation, Fluorescence Polarization; tau K18 P301L Alexa594 fluorescence, heparin fibrillization; 280,000 compounds, 0.93% hits; AID 1463, 2008; Potency, µM (series often up to 57.7 µM), for the others: at the highest dose activity change, negative = decrease; note: % is set by controls: 0 for no effect and ±100 for the full control effect; nearly all actives have a fitted effect of over 55% in size
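Human tau K18 P301L (15 uM unlabeled, 0.24 uM Alexa 594-labeled) in 100 mM sodium acetate pH 7 with 20 uM heparin, 6 hr at 37 C. ThT 30 uM added, 1 hr ambient; Alexa 594 FP and total fluorescence read at 555/632 nm.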
Tau FP inhib: qHTS for Inhibitors of Tau Fibril Formation, Fluorescence Polarization; Microtubule-associated protein tau (Homo sapiens), P10636; K18 P301L tau heparin fibrillization, Alexa594 FP, 6 h; AID 1468, 2008; Potency, µM (titrated, usually from 57.7 µM), inactives show top-dose activity, negative = inhibition, most hits filed as inhibitors; 280,000 compounds, 0.39% hits; note: % is set by controls: 0 for no effect and ±100 for the full control effect; nearly all actives have a fitted effect of over 55% in size
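K18 P301L tau (15 uM unlabeled/0.24 uM Alexa 594-labeled, final) + compound + heparin 20 uM final; 100 mM NaOAc pH 7; 6 hr 37 C; ThT 30 uM final added, 1 hr RT; FP ex 555/em 632 nm.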
L3MBTL1 block: qHTS Assay for the Inhibitors of L3MBTL1; AlphaScreen L3MBTL1–H3K9me1 peptide binding; Potency, µM (series often up to 57.1 µM), for the others: top-dose activity, negative = inhibition, usual class: inhibitors; 230,000 compounds, 0.66% hits; AID 485360, 2010; note: % is set by controls: 0 for no effect and ±100 for the full control effect; nearly all actives have a fitted effect of over 60% in size
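Displacement of a biotinylated histone H3(1-15) peptide monomethylated at Lys9 (75 nM) from L3MBTL1 (50 nM) was measured by AlphaScreen after a 30 min room-temperature compound incubation; cefsulodin titration served as intraplate control.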
TexasRed fluor: Total Fluorescence Counterscreen for Inhibitors of the Interaction of Thyroid Hormone Receptor and Steroid Receptor Coregulator 2; Potency, µM (doses to about 106 µM), inactives show at the top dose fluorescence change, negative = quenching; 280,000 compounds, 0.29% hits; TRb/SRC2 Texas Red total fluorescence interference; active = well fitted curve in either direction with a large enough effect; inconclusive = small, poorly fitted or top-dose-only effect; note: % is set by controls: 0 for no effect and ±100 for the full control effect
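Flags fluorescent or light-absorbing compounds by total fluorescence, S + 2P, at 555 nm excitation and 632 nm emission. Mixture: 20 nM Texas Red SRC2 peptide, 0.6 uM human TRb LBD, 1 uM T3, 5% DMSO; compound exposure 5 h at ambient temperature.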
Tau ThT inhib: qHTS for Inhibitors of Tau Fibril Formation, Thioflavin T Binding; Microtubule-associated protein tau (Homo sapiens), P10636; recombinant tau K18 P301L (four-repeat tau fragment), heparin-induced fibrillization, ThT fluorescence; Potency, µM (titrated, usually from 57.4 µM), inactives show at the highest dose activity, negative = inhibition, hits mostly inhibitors; 270,000 compounds, 2.1% hits; AID 1460, 2008; note: % is set by controls: 0 for no effect and ±100 for the full control effect; nearly all actives have a fitted effect of over 55% in size
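Recombinant human tau K18 fragment […] carrying P301L, 15 uM unlabeled plus 0.24 uM Alexa 594-labeled, was fibrillized with 20 uM heparin in 100 mM sodium acetate pH 7 for 6 hr at 37 C; 30 uM ThT fluorescence read after 1 hr.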
HTT cytoprotect: qHTS Multiplex Assay to Identify Dual Action Probes in a Cell Model of Huntington: Cytoprotection (ATP); 230,000 compounds, 0.14% hits; Potency, µM (doses to about 56.4 µM), for the others: cytoprotection (ATP increase), usual class: activators; AID 1471, 2008; PC12 HTT-Q103 induced, cytoprotection, ATP luminescence, 40 h;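 note: % of control where 0% means no effect; nearly all actives have a fitted effect of over 45% in size; toxic huntingtin expression switched on by the ecdysone agonist tebufenozide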
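Rat PC12, Q103 Htt exon1-GFP fusion, ecdysone promoter; tebufenozide inducer 100 nM final; compound titration; qHTS, 1500 cells/well; ATPlite luminescent read.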
TRb SRC2 PPI: qHTS for Inhibitors of the Interaction of Thyroid Hormone Receptor and Steroid Receptor Coregulator 2 | 280,000 compounds, 0.065% hits | TRbeta-SRC2 peptide binding, fluorescence polarization; receptor liganded with 1 µM T3 | Potency, µM (series often up to 106 µM), for the others: at the top dose activity change, negative = inhibition, actives largely listed as inhibitors;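 note: plate controls were bound peptide for no effect and peptide without receptor for full effect; nearly all actives have a fitted effect of over 50% in size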
Target sequence (P10828 whole entry, looked up): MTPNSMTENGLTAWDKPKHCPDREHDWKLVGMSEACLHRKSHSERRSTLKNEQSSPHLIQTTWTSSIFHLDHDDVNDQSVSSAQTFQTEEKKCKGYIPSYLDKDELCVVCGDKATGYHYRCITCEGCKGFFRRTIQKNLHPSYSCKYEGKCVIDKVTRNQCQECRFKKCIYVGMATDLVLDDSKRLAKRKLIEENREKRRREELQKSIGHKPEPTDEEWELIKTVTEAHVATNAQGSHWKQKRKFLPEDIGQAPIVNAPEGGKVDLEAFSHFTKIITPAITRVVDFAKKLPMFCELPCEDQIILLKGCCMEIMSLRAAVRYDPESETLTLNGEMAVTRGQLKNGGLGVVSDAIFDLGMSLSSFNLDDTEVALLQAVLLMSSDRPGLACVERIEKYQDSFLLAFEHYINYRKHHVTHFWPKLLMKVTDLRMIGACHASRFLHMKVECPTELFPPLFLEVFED
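A fluorescence polarization screen tested compounds at multiple concentrations against complex formation between 0.6 uM TRb ligand-binding domain and 20 nM Texas Red SRC2 peptide, with 1 uM T3 present; readout after 5 hr.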
Numbers without * were called inactive; i = inactive; ? = inconclusive; nt = not tested or not shown; & = joins results of further samples; [ ] = remark or other dose. Unless noted, calls come from the whole dose curve; as a rule, active = well fitted curve in the direction sought with a large enough effect; inconclusive = small, poorly fitted or top-dose-only effect, or another doubt; inactive = no such curve, though single readings can be large; an effect the other way counts as inactive or inconclusive. Potency is the fitted concentration of half-maximal effect. These rows are one share of the data; the hit share may differ from the screen's.

SMILES	RECQ1 helicase	Tau fluor counter	Tau FP inhib	L3MBTL1 block	TexasRed fluor	Tau ThT inhib	HTT cytoprotect	TRb SRC2 PPI
O=S(=O)(Nc1ccc2c(c1)OCO2)c1ccc(Br)s1	6%	-26%	6%	nt	0%	?	-1%	2%
CCCCCCN(C(=O)CCCCCN1C(=O)NC(c2ccc(C(F)(F)F)cc2)C(C(=O)OCc2ccccc2)=C1C)C(C(=O)NCCCC)c1ccc(OCC(=O)OC)c(C(=O)OC)c1 (stereo unspecified)	-13%	0%	-3%	nt	0%	-8%	-1%	4%
O=C(Cn1cnc2c(cnn2-c2ccccc2Cl)c1=O)N1CCc2ccccc21	7%	-13%	-3%	2%	1%	-7%	-13%	-5%
COc1ccc(-n2nc(C(=O)NCC(=O)NCc3ccccc3OC)c3ccccc3c2=O)c(OC)c1	-7%	-4%	-4%	nt	-1%	1%	-21%	-12%
COc1ccc(/C=C(/C(=O)c2ccc(Cl)cc2Cl)n2cncn2)cc1	-1%	-1%	2%	-3%	0%	-10%	-17%	0%
COc1ccc(NC(=O)C2CCC(CNS(=O)(=O)c3csc(C(N)=O)c3)CC2)cc1 (stereo unspecified)	nt	-16%	?	nt	-2%	-6%	nt	10%
CCc1cc2cccc(C)c2nc1SCC(=O)c1ccc(NC(C)=O)cc1	-2%	?	?	-2%	-4%	-12%	17%[10 µM]	-7%
CC(=O)Nc1ccc(NC(=O)C(C)Oc2ccc(Cl)cc2Cl)cc1 (stereo unspecified)	i	-14%	-6%	7%[11.4 µM]	-1%	-8%	-9%	4%
COc1ccc(-c2nn(-c3ccccc3)cc2/C=N/NS(=O)(=O)c2ccccc2)cc1	-3%	?	-2%	0%	-4%	-7%	-5%	-14%
COC(=O)CSc1[nH]c2ccc(F)cc2c1[N+](=O)[O-]	19%	-17%	-14%	nt	-2%	-4%	7%[10 µM]	-2%
O=C(CN1CCOCC1)Nc1cc(Cl)ccc1Cl	-11%	-1%	4%	-1%	1%	0%	3%	-15%
O=C(COc1ccc2ccccc2c1)NC1CC(=O)N(c2ccccc2)C1 (stereo unspecified)	nt	-12%	-1%	nt	-1%	-11%	nt	2%
COc1ccc(C(=O)C2CCCN(Cc3ccc4nonc4c3)C2)c(C)c1 (stereo unspecified)	-7%	-25%	-9%	11%	-2%	-13%	6%[10 µM]	-1%
c1ccc2c(c1)NC1(CCCCC1)n1c-2nc2ccccc21	-6%	-22%	14%	5%	-3%	?	-50%[inhibitor]	-6%
COc1cccc(C(=O)Nc2ccc(NC(=O)c3ccco3)nc2)c1	1%	-13%	-10%	-2%	2%	-6%	0%	-21%
CNC(=O)[C@H]1O[C@@H](n2cnc3c(NCc4cccc(I)c4)ncnc32)[C@H](O)[C@@H]1O	6%	-20%&0%	-3%&-11%	6%	-1%&-2%	-13%&2%	-27%&-30%	-3%&5%
O=C1ON=C(c2ccccc2)/C1=C\c1ccco1	?	-16%	-8%	22µM*	-1%	?	16%[10 µM]	4%
CCn1c(C2CC(=O)N(Cc3ccccc3)C2)nc2ccccc21 (stereo unspecified)	i	2%	-5%	-11%	-3%	-1%	-13%	-11%
Cc1cc(C)c2c(-n3cccc3)c(NC(=O)OC(C)C)sc2n1	-2%	-5%	-4%	-7%	-5%	-16%	-72%[inhibitor][10 µM]	2%
CC(C)c1ccc(CNc2ccc([N+](=O)[O-])cn2)cc1	i	?	-9%	nt	-4%	?	-70%[inhibitor]	-5%
COc1cccc2c1OCC/C2=N\NC(=O)COc1ccc(C)cc1	3%	6%	-1%	-6%	-1%	4%	nt	1%
COc1ccc(/C=N/NC(=O)c2cccc(NC(C)=O)c2)c(OC)c1	-4%	-9%	1%	nt	-4%	?	27%	-8%
Cc1cc(C)cc(Oc2c(C(F)(F)F)oc3cc(OCC(=O)NC4CCCCC4)ccc3c2=O)c1	nt	-1%	8%	nt	-1%	-2%	nt	3%
C[C@H](NC(=O)OC(C)(C)C)c1nnc(SCC(N)=O)o1	12%	2%	-1%	8%	0%	-3%	1%	-2%
COCc1ccc(C(=O)N2CCc3c([nH]c4ccccc34)C2c2ccccn2)s1 (stereo unspecified)	5%	-20%	2%	?	-4%	-17%	nt	3%

Six records drawn at random from the list so far, as already listed:
SMILES	RECQ1 helicase	Tau fluor counter	Tau FP inhib	L3MBTL1 block	TexasRed fluor	Tau ThT inhib	HTT cytoprotect	TRb SRC2 PPI
CCc1cc2cccc(C)c2nc1SCC(=O)c1ccc(NC(C)=O)cc1	-2%	?	?	-2%	-4%	-12%	17%[10 µM]	-7%
COc1ccc(/C=C(/C(=O)c2ccc(Cl)cc2Cl)n2cncn2)cc1	-1%	-1%	2%	-3%	0%	-10%	-17%	0%
O=C(CN1CCOCC1)Nc1cc(Cl)ccc1Cl	-11%	-1%	4%	-1%	1%	0%	3%	-15%
O=C1ON=C(c2ccccc2)/C1=C\c1ccco1	?	-16%	-8%	22µM*	-1%	?	16%[10 µM]	4%
Cc1cc(C)c2c(-n3cccc3)c(NC(=O)OC(C)C)sc2n1	-2%	-5%	-4%	-7%	-5%	-16%	-72%[inhibitor][10 µM]	2%
CCCCCCN(C(=O)CCCCCN1C(=O)NC(c2ccc(C(F)(F)F)cc2)C(C(=O)OCc2ccccc2)=C1C)C(C(=O)NCCCC)c1ccc(OCC(=O)OC)c(C(=O)OC)c1 (stereo unspecified)	-13%	0%	-3%	nt	0%	-8%	-1%	4%

More structures follow:
SMILES	RECQ1 helicase	Tau fluor counter	Tau FP inhib	L3MBTL1 block	TexasRed fluor	Tau ThT inhib	HTT cytoprotect	TRb SRC2 PPI
COc1cc2c(cc1/C=C1/NC(=O)N(CC(=O)Nc3ccccc3)C1=O)OCO2	0%	-27%	-1%	0%	1%	-13%	25%[10 µM]	-5%
CC(C)N(C(=O)COC(=O)c1ccccc1C(=O)c1ccc(Cl)c([N+](=O)[O-])c1)C(C)C	i	-11%	6%	-15%	-1%	-6%	-26%	-6%
Cc1ccc(NC(=O)CN(C)S(=O)(=O)c2cnc[nH]2)cc1C	-1%	-8%	-3%	-8%	1%	-6%	-13%	0%
N#CCC(=O)N1CCN(C=O)CC1	-2%	-2%	2%	26%	-1%	-1%	-36%	-2%
OC(c1cc(-c2ccc(Cl)cc2)nc2ccccc12)C1CCCCN1 (stereo unspecified)	-8%	?	-11%	-9%	0%	9%	-17%[10 µM]	1%
N#Cc1cnn2c(-c3cccc(C(F)(F)F)c3)ccnc12	-5%	-28%	-5%	nt	-3%	nt	-2%[10 µM]	10%
O=C(/C=C/c1ccc2ccccc2n1)N1CCN(c2ccccc2)CC1	-7%	-29%	-4%	-13%	-3%	?	20%	-4%
O=C(CNC(=O)c1ccc(S(=O)(=O)N2CCCC2)cc1)N/N=C/c1ccco1	-11%	-4%	5%	3%	-6%	-5%	11%[10 µM]	-1%
O=C1CSC(=NC(=O)c2ccccc2)N1	i	7%	1%	nt	-3%	-8%	11%	3%
CC(=O)NC(CC(=O)O)C(=O)O (stereo unspecified)	2%	-2%	7%	2%	-1%	-5%	nt	-5%
COc1ccc(NC(=O)N(Cc2cc3cc(OC)ccc3[nH]c2=O)CC2CCCO2)cc1 (stereo unspecified)	-23%	0%	3%	-4%	-5%	-5%	-19%	-1%
CCOc1cc(/C=C/C(=O)c2ccc(C)cc2)ccc1OCC(=O)N(C)C	-11%	1%	1%	-2%	-1%	?	-10%[10 µM]	-6%
CCOC(=O)c1c(C)[nH]c(C(=O)C(C)Cl)c1C (stereo unspecified)	-6%	5%	7%	8%	3%	1%	15%	15%
O=C(CSc1ncn[nH]1)Nc1c(F)cc(F)cc1Br	i	-10%	-2%	nt	0%	-13%	-26%	-2%
O=[N+]([O-])c1ccc(-c2cc(-c3ccncc3)nc3ccc4ccccc4c23)cc1	-5%	-6%	1%	-9%	1%	-7%	-4%	5%
CCOCC(=O)Nc1ccc(S(=O)(=O)Nc2ncccn2)cc1	-4%	8%	-3%	9%[11.4 µM]	0%	-2%	-4%	5%
CCc1ccccc1NC(=O)/C(C#N)=C/c1ccc(Sc2ccccc2)o1	-12%	-19%	0%	-6%	2%	?	nt	-7%
CSc1nc(SCC(=O)NCc2ccco2)c2c3c(sc2n1)COC(C)(C)C3	i	-3%	-5%	-13%	-7%	?	-16%[0.074 µM]	0%
CCOC(=O)C(C)Sc1nnc(-c2ccccc2O)n1-c1ccc(C)cc1 (stereo unspecified)	-1%	-7%	0%	1%	1%	-6%	2%	5%

Single records (already shown):
OC(c1cc(-c2ccc(Cl)cc2)nc2ccccc12)C1CCCCN1 (stereo unspecified) across the screens: RECQ1 helicase: -8%; Tau fluor counter: ?; Tau FP inhib: -11%; L3MBTL1 block: -9%; TexasRed fluor: 0%; Tau ThT inhib: 9%; HTT cytoprotect: -17%[10 µM]; TRb SRC2 PPI: 1%
CCOc1cc(/C=C/C(=O)c2ccc(C)cc2)ccc1OCC(=O)N(C)C across the screens: RECQ1 helicase: -11%; Tau fluor counter: 1%; Tau FP inhib: 1%; L3MBTL1 block: -2%; TexasRed fluor: -1%; Tau ThT inhib: ?; HTT cytoprotect: -10%[10 µM]; TRb SRC2 PPI: -6%
